TGFb inhibitor: blocks TGF-b signaling. HepG2 CAGA-GFP TGF-b/SMAD3 reporter, GFP fluorescence, 18 h; TGF-beta stimulated, 500 pg/mL final. Potency, µM (highest dose often 46.1 µM), without a hit: top-dose activity, negative = inhibition, most hits filed as inhibitors. hit rate 1.2% among 410,000. AID 588855; also: potency is read from the fitted curve at half-maximal effect; % is scaled to controls: 0 for no effect and ±100 for the full control effect; nearly all actives have a fitted effect of over 65% in size
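Cell-based qHTS in HEPG2 carrying a CAGA-GFP Smad reporter; compounds added before 500 pg/mL final TGF-beta, 18 h incubation at 37 degrees C, GFP fluorescence quantified per cell by imaging cytometry.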
ATXN2 expr inh: reduces ATXN2 reporter expression in HEK-293 cells. HEK-293 ATXN2-luciferase reporter, luminescence, 24 h. Potency, µM (highest dose often 57 µM), for the others: top-dose activity change, negative = inhibition, usual class: inhibitors. hit rate 0.72% among 360,000; also: potency is read from the fitted curve at half-maximal effect; % is scaled to controls: 0 for no effect and ±100 for the full control effect; nearly all actives have a fitted effect of over 55% in size
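ATXN2-luciferase reporter cells (luciferase flanked by upstream and downstream ATXN2 gene portions) were treated 24 h at 37 °C with compounds at up to 57 uM. SteadyGlo luminescence gave expression; GF-AFC fluorescence gave viability.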
IL-1B inflam inh: inhibitors of inflammasome signaling (IL-1 beta secretion) | THP-1 LPS/ATP IL-1B secretion, AlphaLISA, 16 h; hits give low values | activity change, % at 57.5 µM | hit rate 4.7% among 360,000; in the data active = activity change below about -50%; inconclusive = mostly about -30% to -49%; also: % is scaled to controls: 0 for no effect and ±100 for the full control effect
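THP-1 cells pretreated 1 hr with compounds (up to 57.5 uM final), then stimulated with LPS (250 ng/mL final) plus ATP (1.25 mM final); secreted IL-1B measured by AlphaLISA after 16 hr, decreased signal indicating inhibition.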
ATXN viability: reduces viability in counter-screen for ATXN expression inhibitors; S2 cells (HEK-293 line with an ATXN2-luciferase reporter) viability, CellTiter-Fluor protease fluorescence, 24 h; Potency, µM (top dose mostly 56.7 µM), actives largely listed as cytotoxic; hit rate 0.49% among 400,000; AID 651635; also: potency is read from the fitted curve at half-maximal effect; nearly all actives have a fitted effect of over 40% in size
Nrf2 block: inhibitors of Nrf2 signaling; A549 ARE-Fluc reporter, luciferase luminescence, 18-24 h; Potency, µM (titrated, usually from 46 µM), for inactives: at the top dose activity change, negative = inhibition, actives largely listed as inhibitors; hit rate 2.1% among 360,000; also: potency is read from the fitted curve at half-maximal effect; % is scaled to controls: 0 for no effect and ±100 for the full control effect; nearly all actives have a fitted effect of over 60% in size
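Two sequential reads on A549 ARE_Fluc cells exposed to compound for 18-24 h: a CellTiter-Fluor fluorescence read for viability, then a luciferase luminescence read for Nrf2/ARE activity.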
MCF10A rereplic: induces DNA re-replication in MCF 10a normal breast cells; MCF 10A DNA re-replication, Hoechst nuclear intensity, 48 h; AID 624296; Potency, µM (doses to about 46.1 µM), for inactives: at the highest dose activity, positive = re-replication, most hits filed as activators; hit rate 2.9% among 350,000; also: potency is read from the fitted curve at half-maximal effect; % of control where 0% means no effect; nearly all actives have a fitted effect of over 50% in size
Nrf2 ARE act: activates Nrf2 signaling; AREc32 ARE-luciferase reporter (MCF7-derived line), luminescence, 24 h; Potency, µM (doses to about 46.1 µM), for inactives: top-dose activation, hits mostly activators; hit rate 0.31% among 410,000; also: potency is read from the fitted curve at half-maximal effect; % of control where 0% means no effect; nearly all actives have a fitted effect of over 65% in size
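Luminescent ARE reporter assay in AREc32_Fluc cells: overnight plating at 37 deg C, 24 hr compound incubation, Steady-Glo added, 30 min RT before reading.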
HepG2 viability: kills HepG2 cells in TGF-b inhibitor counter-screen; Potency, µM (titrated, usually from 46.1 µM), without a hit: at the highest dose activity change, negative = cytotoxicity, usual class: cytotoxic; HepG2 CAGA-GFP viability, ATP luminescence, 18 h; hit rate 0.76% among 410,000; also: potency is read from the fitted curve at half-maximal effect; some results filed as inactive show a strong effect at the top dose
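CellTiter-Glo luminescence gave cytotoxicity after 18 hours at 37 degrees C. The cells were HepG2 CAGA-GFP in 1% FBS DMEM, stimulated with 500 pg/mL TGF-beta after compound addition. %Activity was normalised to no-cell wells (complete cell-killing) and DMSO (no toxicity), and curves were fitted and classified.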
A549 tox: counter-screen for Nrf2 inhibitors: cytotoxicity in A549 cells | A549 ARE-Fluc cells, CellTiter-Fluor viability, 18-24 h | Potency, µM (titrated, usually from 46 µM), inactives show top-dose activity change, negative = cytotoxicity, usual class: inhibitors | hit rate 0.16% among 390,000 | AID 504648; also: potency is read from the fitted curve at half-maximal effect; % is scaled to controls: 0 for no effect and ±100 for the full control effect
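A549 ARE-Fluc cells in 5% FBS OPTI-MEM, 5000 cells/well, rested 2 h then exposed to compounds in concentration-response for 18-24 h at 37 °C. Viability by CellTiter-Fluor fluorescence (Ex 405/Em 525) after 30 min; luciferase luminescence (BugLite, 15 min, RT) read afterwards.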
Numbers without * were called inactive; i = inactive; u = inconclusive; x = not tested or not shown; & = joins results of further samples; [ ] = another dose, or the depositor's remark. Unless noted, calls follow the shape of the dose curve; as a rule, active = well fitted curve in the direction sought with a large enough effect; inconclusive = small, poorly fitted or top-dose-only effect, or another doubt; inactive = no such curve, though single readings can be large; an effect the other way counts as inactive or inconclusive. Compounds were not picked by outcome; 8.8% or so of the library scored in one or more.

canonical_smiles | TGFb inhibitor | ATXN2 expr inh | IL-1B inflam inh | ATXN viability | Nrf2 block | MCF10A rereplic | Nrf2 ARE act | HepG2 viability | A549 tox
CCOc1ccc(CCNC(=O)c2cc(C)on2)cc1OCC | -1% | -3% | 5 | i | -4% | 4% | -1.8% | -17% | 11%
CC(O)CNc1nc2c(c(=O)n(Cc3cccc(Cl)c3)c(=O)n2C)n1C (stereo unspecified) | -2% | x | 12 | i | u | -2% | 0.7% | -19% | 1%
Cc1ccc(C2(C)NC(=O)N(CC(=O)NC3CCCCC3)C2=O)cc1 (stereo unspecified) | 10% | -3% | -18 | i | 5% | 8% | -0.6% | 23% | -3%
Cc1ccc2ncc3c(-c4ccc(F)cc4)nn(-c4cccc(F)c4)c3c2c1 | 6% | -7% | x | i | x | x | 0.1% | -8% | -1%
Cc1ccc(C(=O)NC2CCS(=O)(=O)C2)cc1S(=O)(=O)N1CCCCC1 (stereo unspecified) | -19% | 4% | 24 | i | -4% | 1% | 3.3% | -3% | 1%
CCCNc1c(NS(=O)(=O)c2ccc(OC)c(OC)c2)c(=O)oc2ccccc12 | -3% | -13% | 0 | i | 6% | -1% | 0.2% | 4% | 2%
O=C1CC(N2CCN(c3ccccc3)CC2)C(=O)N1c1cccc(Cl)c1 (stereo unspecified) | 0% | x | 30 | i | -2% | -9% | -0.7% | -6% | -11%
Cc1cc(C)n(C(=O)Cn2nc([N+](=O)[O-])cc2C)n1 | 13% | -16% | 26 | i | 5% | -4% | 0.5% | -2% | -2%
CCn1cc([N+](=O)[O-])c(C(=O)Nc2nc(-c3ccc(C)c(C)c3)c(C)s2)n1 | -11% | -4% | 1 | i | 16µM* | 8.2µM* | u | -30% | -13%[1.84 µM]
Cc1ccc2oc(=O)c3cnn(CC(=O)Nc4ccccc4N4CCN(C)CC4)c3c2c1 | 0% | -17% | -13 | x | -17% | 14% | -0.5% | -30% | u
Cc1cccc(C)c1NC(=O)CN(C)C(C)C(=O)Nc1ccccc1-c1ccccc1 (stereo unspecified) | -2% | -7%[11.3 µM] | -6 | i | -25% | 5% | -0.1% | -6% | 2%
Cc1cccc(NC(=O)c2cc(S(=O)(=O)N3CCC4(CC3)OCCO4)ccc2F)c1 | -1%&-2% | -3% | -29 | i | 0% | -4% | 0.7%&0.7% | -1%&-36% | 0%&-1%
CCn1c(SCC(=O)OC)nc2sc3c(c2c1=O)CC(C)(C)OC3 | -6% | 4% | 11 | i | -3% | -1% | 0.4% | -13% | 9%
Oc1[nH]c2ccccc2c1N=NC(=S)N1CCOCC1 | 7.1µM* | x | 130 | 3.2µM* | u | 16% | u | 3.2µM* | -19%
O=S(=O)(NNc1cccc(Cl)n1)c1ccc(Cl)cc1 | -9% | 0% | 26 | i | 3% | -8% | 5.4% | -11% | 10%
Cn1cc(C(=O)N/N=C/c2ccc3c(c2)OCO3)c2ccccc21 | 27% | 1% | -15 | u | 14% | u | -0.2% | 1% | -6%
CC(C)(C)NC(=O)C(c1ccccc1F)N(Cc1ccco1)C(=O)c1csnn1 (stereo unspecified) | 1% | -10% | 8 | i | u | 0% | -0.1% | -22% | x
Cc1ncc([N+](=O)[O-])n1CC(=O)Nc1ccc(F)c(Cl)c1 | -9% | 1% | 44 | i | -1% | 0% | 0.3% | -4% | 0%
CCOC(=O)C1(Cc2cccc(OC)c2)CCN(Cc2cccc3c2OCO3)CC1 | -2% | -20% | -1 | i | -10% | 13% | -0.2% | 5% | -18%
Cc1ccc2cccc(OCC(=O)Nc3cccc(S(=O)(=O)N4CCCC4)c3)c2n1 | u | -26% | -71* | i | u | u | -0.6% | -16% | 0%
CC1Cc2cc(/C(O)=C3/C(=O)C(=O)N(CCCN4CCOCC4)C3c3ccc(C(C)C)cc3)ccc2O1 (stereo unspecified) | -14% | -12% | 15 | i | 2% | 11% | -0.1% | -1% | 1%
COc1cc(C(=O)NCCc2ncccc2C)ccc1OC1CCN(C(C)=O)CC1 | 7% | 15% | 2 | i | 25% | 3% | -0.2% | 10% | -2%
COc1ccc(N2C(=O)[C@@H]3C(c4cccnc4)=NO[C@@H]3C2=O)cc1 | -4% | x | 0 | i | 1% | 0% | -1.1% | -19% | -2%
Cc1nc2c(c(-c3ccccc3)c1C#N)C(=O)c1ccccc1-2 | 2% | -6% | 17 | i | 3% | 17% | -0.5% | -13% | 4%
COc1ccc(-n2c(Cn3nc(C(F)(F)F)cc3C)n[nH]c2=S)cc1 | 9% | 5% | 8 | i | 8% | 4% | 0.1% | -4% | -1%
CC(=O)Nc1c(C(=O)Nc2cccc(C)c2)nnn1-c1ccc(C)cc1 | u | -15% | x | i | 20% | x | -1.3% | -48% | -3%
Clc1ccc(OCc2nc(-c3ccc(-n4cccc4)cc3)no2)cc1 | -2% | 4% | x | i | -16% | x | -0.4% | -1% | -1%
COc1cccc(CN(C)C(=O)c2ccccc2SCC(=O)N2CCCC2)c1 | -2% | -2% | 5 | i | u | 3% | 0.0% | -22% | 0%
CN(C)c1ccc(NC(=O)CSc2nc(-c3ccco3)cc(C(F)(F)F)n2)cc1 | -4% | 3% | x | u | 4% | x | -0.2% | -8% | -8%
CC(Oc1cccnc1[N+](=O)[O-])C(=O)Nc1ccc(F)cc1 (stereo unspecified) | 33%[activator] | -10% | -16 | i | 5% | u | 0.3% | 15% | 2%
CC(C)OC(=O)CSc1nnc(-c2cnccn2)n1-c1ccccc1 | 21% | -2% | 31 | i | 7% | 2% | -0.4% | 2% | -2%
CC(C)=C1C2CCC1C1C(=O)N(c3nccs3)C(=O)C21 (stereo unspecified) | 0% | -1% | -3 | i | 13% | 3% | 0.1% | 1% | -1%
CC1CC(C)CN(S(=O)(=O)c2ccc3c(c2)CC(C)N3C(=O)C2CCC2)C1 (stereo unspecified) | u | -7% | -2 | i | u | 6% | 0.0% | -9% | -4%
COc1ccc(S(=O)(=O)N2CCN(C(=O)c3cc(C)on3)CC2)cc1 | 22% | x | -8 | i | -14% | 0% | -1.0% | 4% | -1%
CN(C)CCCOC(=O)Cc1ccc(Cl)cc1 | 6% | 1% | 13 | i | -5% | 1% | -0.5% | 14% | 2%
C=CCn1c(SCC(=O)c2ccc(OC)cc2)nnc1-c1ccc2c(c1)OCO2 | 0% | -26%[11.3 µM] | -10 | i | 0% | 8% | -0.1% | 0% | 1%
O=C(Nc1cccc(C(=O)O)c1)/C(=C\c1ccc2c(c1)OCO2)NC(=O)c1ccco1 | -20% | -21% | 2 | i | 18% | 0.58µM* | -0.4% | -3% | 0%
O=C(Nc1ccc(Cl)cc1)Nc1ccc(Oc2cccnc2)nc1 | -20% | -3% | 41 | i | u | 6% | -0.1% | -26% | -17%
N=c1n(Cc2ccccc2)c2ccccc2n1Cc1ccccc1 | u | u | x | i | -23% | u | 13% | -52% | -11%
O=C(NNc1ccccc1[N+](=O)[O-])Nc1ccc(F)cc1F | 4% | -3% | -9 | i | 8% | 2% | 8.3% | -1% | -8%
COc1ccccc1N(CC(=O)NC1CCCC1)C(=O)CNC(=O)c1cccs1 | 6% | 7% | 3 | i | -2% | -23% | 4.7% | -13% | 4%
CN1CCC(=C(c2ccc(Cl)cc2)c2ccccn2)CC1 | -5% | x | u | i | -2% | 0% | -1.1% | 1% | 9%
CC(C)Cn1c(SCC(=O)N2CCc3ccccc3C2)nc2cc(Cl)ccc2c1=O | 15% | 1% | -3 | i | -1% | u | 0.5% | -18% | 0%
Cc1ccc(SC[C@H](c2ccccc2)N2CCN(CCc3ccccc3)CCC2=O)cc1 | u | 24% | 18 | i | u | 8.2µM* | 4.7% | -19% | -8%
Cn1c2ccccc2c(=O)c2c(=O)n(-c3ccccc3)c(C3CCCCC3)nc21 | -21% | 2% | 0 | i | 1% | -2% | 2.4%[9.22 µM] | -19% | 6%

A second format for some results above.
CC1CC(C)CN(S(=O)(=O)c2ccc3c(c2)CC(C)N3C(=O)C2CCC2)C1 (stereo unspecified)
  TGFb inhibitor = u | ATXN2 expr inh = -7% | IL-1B inflam inh = -2 | ATXN viability = i | Nrf2 block = u | MCF10A rereplic = 6% | Nrf2 ARE act = 0.0% | HepG2 viability = -9% | A549 tox = -4%

COc1ccc(S(=O)(=O)N2CCN(C(=O)c3cc(C)on3)CC2)cc1
  TGFb inhibitor = 22% | ATXN2 expr inh = x | IL-1B inflam inh = -8 | ATXN viability = i | Nrf2 block = -14% | MCF10A rereplic = 0% | Nrf2 ARE act = -1.0% | HepG2 viability = 4% | A549 tox = -1%

(further entries)
canonical_smiles | TGFb inhibitor | ATXN2 expr inh | IL-1B inflam inh | ATXN viability | Nrf2 block | MCF10A rereplic | Nrf2 ARE act | HepG2 viability | A549 tox
Cc1ccc(S(=O)(=O)N(C)c2ccc(OCc3cccc(C)c3)cc2)cc1 | -20% | -15% | 0 | i | -6% | 15% | -1.0% | -3% | 10%
Cc1ccc(-n2nnnc2SC(C)C(N)=O)c(C)c1 (stereo unspecified) | 18% | -7% | -17 | i | 1% | -3% | -0.2% | -7% | -1%
C/C(=N\NC(=O)c1ccccc1)c1cccc(Br)c1 | 2% | 35%[activator] | -9 | i | u | -13% | 4.0% | -2% | -7%
COc1cc2cc(C(c3nnnn3C(C)(C)C)N3CCC(C)CC3)c(=O)[nH]c2cc1OC (stereo unspecified) | -5% | x | -6 | x | 0% | 13% | 0.2% | -19% | -12%
Nc1c(C(=O)NCC2CCCO2)sc2nc3c(c(-c4ccco4)c12)CC/C3=C\c1ccco1 (stereo unspecified) | 18µM* | 4% | -4 | i | 6% | 15% | 0.1% | 6% | -27%
O=C(Nc1cc(C(F)(F)F)ccc1N1CCOCC1)c1ccco1 | -1% | -3% | -13 | i | 5% | -4% | 0.2% | -7% | 2%
